# influenza NS1A: H1N1 influenza NS1A inhibitors, functional cell based assay (AID 504329); hit rate 0.3% among 340,000; inhibition, % at 12.5 µM; hits with a dose series show IC50 in µM; NS1A functional cell-based assay, percent inhibition; higher % means a stronger effect; in the data active = a potency from the dose series; inconclusive = inhibition above about 27% without an active follow-up result; note: strong numbers were not always called active
# tuberculosis growth: growth inhibition of non-replicating M. tuberculosis (AID 488890) | inhibition, % at 25 µM; hits with a dose series show IC50 in µM | hit rate 0.39% among 320,000 | Mycobacterium tuberculosis non-replicating, growth inhibition; higher % means a stronger effect; in the data active = a potency from the dose series; inconclusive = inhibition mostly from about 82% at the one dose, without a potency; inactive = the rest, 99 in 100 with inhibition below about 76%;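 note: plate controls were DMSO cells for no effect and high antibiotic wells for full effect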
# M. tuberculosis HTS: M. tuberculosis growth inhibition, HTS (AID 449762); M. tuberculosis H37Rv growth inhibition, 7H9 media; higher % means a stronger effect; inhibition, % at 25 µM; hits with a dose series show IC50 in µM; hit rate 0.59% among 330,000; in the data active = a potency from the dose series; inconclusive = inhibition above about 70% without an active follow-up result;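 note: bacterial growth assessed after seven days of incubation; strong numbers were not always called active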
# Salmonella PhoP GFP: Inhibition of PhoP regulon, Salmonella typhi GFP reporter cells, confirmation, 4 h (AID 1850). Salmonella Typhi PhoP-promoter GFP reporter, fluorescence, 4 h; higher % means a stronger effect. inhibition, % at 50 µM, or IC50 in µM where a hit was titrated. hit rate 0.33% among 310,000; in the data active = a potency from the dose series; inconclusive = inhibition mostly from about 25% at the one dose, without a potency; inactive = the rest, 99 in 100 with inhibition below about 19%;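 note: 0% = induced wells with vehicle and 100% = uninduced wells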
# inhibitors of VEEV: inhibitors of VEEV TC-83 cytopathic effect, confirmation, Vero cells (AID 588727); Vero cells, VEEV TC-83 cytopathic effect inhibition; higher % means a stronger effect; hit rate 0.13% among 350,000; one-dose inhibition, % at 20 µM; IC50 in µM for titrated hits; in the data active = a potency from the dose series; inconclusive = inhibition mostly from about 14% at the one dose, without a potency; inactive = the rest, 99 in 100 with inhibition below about 12%; note: strong numbers were not always called active
# * = called active by the depositor; i = inactive; ? = inconclusive; · = no result given.
SMILES,influenza NS1A,tuberculosis growth,M. tuberculosis HTS,Salmonella PhoP GFP,inhibitors of VEEV
C#CCCOC(=O)N1C2=NC(C(=O)OC)=C(C(=O)OC)[C@@H]3N(Cc4ccccc4)c4ccccc4[C@]23C[C@H]1C(=O)OC,4%,34%,10%,-22%,2.9%
Cc1cccc(NC(=O)c2cc(S(=O)(=O)NCc3ccco3)ccc2F)c1C,1%,5%,-11%,-2%,5.2%
Clc1ccc(Sc2oc(/C=N/n3cnnc3)cc2Br)cc1,-10%,16%,3%,-15%,1.1%
C=CCn1c2ccccc2c2nnc(SC(CC)C(=O)Nc3nc(C)c(C(=O)OCC)s3)nc21 (stereo unspecified),5%,4%,-10%,-5%,1.3%
CCOC(=O)c1sc2ncnc(N3CCN(C)CC3)c2c1C,-3%,-4%,11%,-10%,4.6%
CCOC(=O)c1sc(Nc2nc(C)cc(OC)n2)nc1C,1%,11%,3%,5%,5.6%
CCOC(=O)N1CCN(C(c2ccc(F)cc2)c2sc3nc(C)nn3c2O)CC1 (stereo unspecified),2%,-27%,-5%,-2%,0.2%
CC1CC(C)CN(CC(=O)NC(c2ccccc2)c2ccccc2)C1 (stereo unspecified),9%,5%,8%,-7%,2.2%
Cc1nn(Cc2n[nH]c(=S)n2Cc2ccccc2)c(C)c1Cl,1%,5%,4%,2%,3.7%
CCC(=O)Nc1ccc(C(=O)CN2CCC(C)CC2)cc1,·,19%,5%,15%,·
COCCNC(=O)CC(=O)N/N=C/c1ccc(C(=O)OC)cc1,0%,-9%,-7%,5%,i
COc1ccccc1CNC(=O)c1ccc(Cl)c(S(=O)(=O)N2CCCC2)c1,3%,64%,3%,·,7.8%
CC(=O)c1cccc(NC(=O)[C@@H](NC(N)=O)C(C)C)c1,-2%,2%,6%,-15%,1.6%
CCOc1ccccc1NC(=O)COC(=O)c1c[nH]c2ccccc12,3%,·,·,·,1.3%
COc1ccc(/C=C(\C#N)C(=O)Nc2ccccn2)cc1,-6%,2%,-2%,-7%,1.9%
COc1ccc([N+](=O)[O-])cc1NS(=O)(=O)c1cccc(C(=O)O)c1,-5%,6%,-2%,1%,2.3%
CC(=O)O/C(=C1\CC2C3CC=C4CC(OC(C)=O)CCC4(C)C3CCC2(C)C1=O)C(F)(F)F (stereo unspecified),-3%,·,·,·,9.3%
CCC(=O)N(c1nnc(SCC(=O)NN2C(=O)NC3(CCCCC3)C2=O)s1)C1CC1,-5%,-5%,-11%,·,1.6%
CC/C(=N\N1CCCCC1)c1c(O)[nH]c(=O)[nH]c1=O,-17%,-16%,1%,1%,0.0%
Cc1ccc(-c2n[nH]c(=S)n2C)cc1Cl,-7%,61%,6%,-7%,2.6%
O=C1CC(NNc2ccccc2)C(=O)N1c1cccc(Cl)c1 (stereo unspecified),-12%,27%,42%,-6%,5.0%
CNC(=O)C(=O)NCC1OCCN1S(=O)(=O)c1ccc([N+](=O)[O-])cc1 (stereo unspecified),-11%,9%,8%,0%,i
COc1ccc(S(=O)(=O)N2CCCC(C(=O)NCc3ccco3)C2)cc1Cl (stereo unspecified),-5%,13%,3%,-4%,i
COc1ccc(C2CCCN2C(=S)Nc2ccc(C)c(C)c2)cc1OC (stereo unspecified),-3%,21%,-1%,8%,i
O=C(c1ccc2c(=O)n(Cc3ccco3)c(=S)[nH]c2c1)N1CCN(Cc2ccccc2)CC1,-3%,22%,2%,-11%,0.2%
# (list continues)
SMILES,influenza NS1A,tuberculosis growth,M. tuberculosis HTS,Salmonella PhoP GFP,inhibitors of VEEV
Cc1nc(N2CCOCC2)nc(N2CCCCC2)c1[N+](=O)[O-],6%,-3%,7%,-10%,i
CC(C)c1cc(C(=O)NNC(=S)NCc2ccco2)c(O)c(C(C)C)c1,-9%,-11%,10%,-4%,2.1%
COc1ccc(CNc2oc(COc3ccc(Cl)cc3)nc2C#N)cc1,-4%,46%,?,-5%,i
CCN(CC)CCn1c(NS(=O)(=O)c2ccc(C)cc2)nc2ccccc21,0%,-4%,10%,·,i
O=C(COC(=O)Cc1ccsc1)NCC12CC3CC(CC(C3)C1)C2,0%,49%,9%,-7%,0.3%
N#Cc1c(NCCCO)nc(-c2ccco2)c2c1CCCC2,-7%,28%,11%,-4%,5.1%
CNC(=S)Nc1cc(OC)ccc1OC,-8%,-7%,-5%,6%,i
C/C(=N\NC(=S)NC(C)C)c1ccc(Cl)c([N+](=O)[O-])c1,-5%,59%,-8%,11%,0.2%
Cc1ccc(S(=O)(=O)CCc2nnc(NC(=O)C3CCCO3)s2)cc1 (stereo unspecified),-9%,-4%,-5%,15%,0.4%
Cc1ccc(-n2c(-c3ccccc3)nnc2-c2cccs2)cc1,-2%,-4%,-8%,-7%,2.0%
CC1CCCCC1NC(=O)Cn1cnc2c1c(=O)n(C)c(=O)n2C (stereo unspecified),1%,-2%,6%,·,1.6%
COC(=O)[C@@H](NC(=O)Nc1ccc(OC)cc1)C(C)C,-25%,7%,-1%,-4%,0.7%
O=C(N/N=C1\CCc2ccccc21)c1ccncc1,-7%,-9%,-4%,-10%,3.5%
O=c1[nH]c(CSc2ncc(C(F)(F)F)cc2Cl)nc2ccccc12,-1%,13%,5%,-16%,3.9%
CNc1oc(-c2ccc(OCc3ccccc3)cc2)nc1C#N,-3%,8%,27%,-6%,3.0%
COc1ccc(O)c(-c2[nH]ncc2C(=O)c2cccc(C)c2)c1,18%,-22%,3%,-1%,2.0%
COc1ccccc1C(=O)Nc1ccnn1C1CCN(Cc2csc(C(C)=O)c2)CC1,-12%,4%,4%,-2%,0.1%
Cc1c(C(=O)NCc2ccccn2)sc2nc(-c3ccc(F)cc3)cn12,-4%,-5%,-10%,12%,0.2%
Nc1ccccc1SCC(=O)Nc1cccc2ccccc12,1%,4%,8%,3%,0.5%
COc1ccc(CC(=O)Nc2c3c(nn2-c2cccc(Cl)c2)CS(=O)(=O)C3)cc1,8%,25%,-5%,-14%,i
CC1(C)CC(=O)C2=C(C1)NCN(Cc1ccc3c(c1)OCO3)C2,2%,-2%,2%,-4%,1.6%
O=C(N/N=C/c1c[nH]c2ccccc12)c1cc(-c2ccc3ccccc3c2)n[nH]1,4%,37%,?,4%,12%
COc1ccc(S(=O)(=O)N(C)CC(=O)Nc2ccc(C(F)(F)F)cc2)cc1Cl,23%,-20%,-10%,-11%,i
CCOc1ccc(NC(=O)CSc2nnnn2C2CC2)cc1S(=O)(=O)N1CCCC1,4%,-11%,2%,·,2.6%
Cc1sc2ncnc(NCc3ccco3)c2c1C,-4%,-1%,1%,7%,0.0%
# Remaining list, next part
SMILES,influenza NS1A,tuberculosis growth,M. tuberculosis HTS,Salmonella PhoP GFP,inhibitors of VEEV
COc1ccccc1Oc1ccc(N/C=C/C(=O)c2ccco2)cc1,-17%,18%,22%,5%,7.8%
COc1ccc(CC(=O)O/N=C(\N)Cc2ccc(OC)c(OC)c2)cc1,0%,23%,3%,-10%,2.1%
Cc1ccc(OC(=O)CCC(=O)Nc2ccc(Br)cc2)cc1,-11%,-2%,3%,-7%,0.4%
CC1(C)Cc2ccccc2C(NNC(=O)c2ccc(Br)o2)=N1,-1%,-5%,-13%,-3%,6.9%
C/C(=N\Nc1ccccc1)c1cccc(N)c1,-34%,1%,-1%,2%,1.5%
NS(=O)(=O)c1ccc(OC(=O)CNC(=O)OCc2ccccc2)cc1,-26%,·,2%,10%,2.2%
CC(C)CC(=O)c1c[nH]c(C(=O)NCCCN2CCOCC2)c1,-6%,-7%,-2%,0%,i
CN(C)C(CNC(=O)c1ccc2c(=O)n(-c3ccccc3F)c(=S)[nH]c2c1)Cc1ccccc1 (stereo unspecified),7%,39%,0%,12%,i
COc1cc(OC)cc(C(=O)NCC(=O)OCc2ccc(Cl)c(Cl)c2)c1,-3%,37%,-4%,·,0.8%
COc1ccc(S(=O)(=O)Nc2nnc(C(C)(C)C)s2)cc1,-4%,54%,7%,2%,0.6%
CC(=O)c1ccccc1NC(=O)C1CC(=O)N(c2ccc3c(c2)OCCO3)C1 (stereo unspecified),-1%,19%,-2%,·,1.3%
O=[N+]([O-])c1ccc(OCCCOc2cccc3cccnc23)cc1,2%,-24%,1%,8%,i
COc1ccc(CNC(=O)CCc2nnc3ccc(N4CCC5(CC4)OCCO5)nn23)cc1,-5%,8%,-1%,0%,1.6%
Cc1nn(CCO)c2nc(-c3cccs3)cc(C(F)(F)F)c12,6%,30%,4%,-4%,i
CCOC(=O)C1=C(CC)Nc2ccccc2N/C1=N\S(=O)(=O)c1cccc(C(C)=O)c1,-19%,5%,7%,·,0.0%
CCOC(=O)C1(CC2CCCCO2)CCN(Cc2nccn2-c2ccc(OC)cc2)CC1 (stereo unspecified),-19%,82%,-1%,6%,2.5%
O=C(O)c1cc2cc(Cl)ccc2oc1=O,0%,2%,3%,-6%,0.8%
Nc1cc2c(cc1Cl)-c1ccc([N+](=O)[O-])cc1C2=NO,-3%,·,·,·,6.6%

# Among those listed so far, these contain a Cl atom.
SMILES,influenza NS1A,tuberculosis growth,M. tuberculosis HTS,Salmonella PhoP GFP,inhibitors of VEEV
Clc1ccc(Sc2oc(/C=N/n3cnnc3)cc2Br)cc1,-10%,16%,3%,-15%,1.1%
Cc1nn(Cc2n[nH]c(=S)n2Cc2ccccc2)c(C)c1Cl,1%,5%,4%,2%,3.7%
COc1ccccc1CNC(=O)c1ccc(Cl)c(S(=O)(=O)N2CCCC2)c1,3%,64%,3%,·,7.8%
Cc1ccc(-c2n[nH]c(=S)n2C)cc1Cl,-7%,61%,6%,-7%,2.6%
O=C1CC(NNc2ccccc2)C(=O)N1c1cccc(Cl)c1 (stereo unspecified),-12%,27%,42%,-6%,5.0%
COc1ccc(S(=O)(=O)N2CCCC(C(=O)NCc3ccco3)C2)cc1Cl (stereo unspecified),-5%,13%,3%,-4%,i
COc1ccc(CNc2oc(COc3ccc(Cl)cc3)nc2C#N)cc1,-4%,46%,?,-5%,i
C/C(=N\NC(=S)NC(C)C)c1ccc(Cl)c([N+](=O)[O-])c1,-5%,59%,-8%,11%,0.2%
O=c1[nH]c(CSc2ncc(C(F)(F)F)cc2Cl)nc2ccccc12,-1%,13%,5%,-16%,3.9%
COc1ccc(CC(=O)Nc2c3c(nn2-c2cccc(Cl)c2)CS(=O)(=O)C3)cc1,8%,25%,-5%,-14%,i
COc1ccc(S(=O)(=O)N(C)CC(=O)Nc2ccc(C(F)(F)F)cc2)cc1Cl,23%,-20%,-10%,-11%,i
COc1cc(OC)cc(C(=O)NCC(=O)OCc2ccc(Cl)c(Cl)c2)c1,-3%,37%,-4%,·,0.8%
O=C(O)c1cc2cc(Cl)ccc2oc1=O,0%,2%,3%,-6%,0.8%
Nc1cc2c(cc1Cl)-c1ccc([N+](=O)[O-])cc1C2=NO,-3%,·,·,·,6.6%

# Screening data (PubChem BioAssay)

# No enrichment for hits; overall some 1.5% were active at least once.
